PPARg SRC-2 ag: agonists of SRC-2 recruitment by human PPARgamma; P37231; actives 0.34% (n = 200,000); activation, % at 8 µM; AID 1032; PPARgamma LBD-SRC-2 recruitment, biochemical; in the data active = activation above about 22%;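 also: 0% = vehicle and 100% = reference agonist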
ROMK mod: modulators of human ROMK potassium channel; actives 2% (n = 130,000); B-score at 10 µM; Tet-inducible ROMK, thallium flux fluorescence; actives lie on both sides; AID 1918;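 active = signal ratio slope over the read window, or its plate-corrected B-score, at least 3 SD from the plate mean, either direction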;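 also: B-score of the F/F0 ratio slope over 7 to 12 s after thallium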
Target sequence (P48048 whole entry, looked up): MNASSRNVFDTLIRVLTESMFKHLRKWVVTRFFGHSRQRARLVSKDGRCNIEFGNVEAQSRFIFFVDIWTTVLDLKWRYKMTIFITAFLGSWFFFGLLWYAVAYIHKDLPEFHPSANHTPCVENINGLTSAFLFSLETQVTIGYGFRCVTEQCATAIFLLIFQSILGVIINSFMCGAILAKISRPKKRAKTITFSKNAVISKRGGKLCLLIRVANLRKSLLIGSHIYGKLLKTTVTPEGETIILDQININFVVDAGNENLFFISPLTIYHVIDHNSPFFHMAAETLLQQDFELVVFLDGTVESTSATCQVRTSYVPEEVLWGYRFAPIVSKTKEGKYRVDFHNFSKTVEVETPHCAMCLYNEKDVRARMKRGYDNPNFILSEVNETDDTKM
SRC2 TRFRET art: flags TR-FRET format artefacts in PPARgamma SRC-2 recruitment agonist screen; TR-FRET artefact counter-screen; active compounds read high; actives 0.4% (n = 200,000); TR-FRET ratio at 8 µM; in the data active = TR-FRET ratio above about 2000; also: inactives centre near 1500
STAT3 inh: STAT3 signaling inhibition; U3A cells, IL-6 STAT3-luciferase reporter, luminescence; host cell line lacks STAT1; inhibition, % at 5.5 µM; actives 0.89% (n = 190,000); AID 862;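 active = inhibition above the mean inhibition across all screened compounds plus 3 SD, cut at about 44% in these data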;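 also: 0% = DMSO only wells and 100% = 100 µM nifuroxazide control wells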
bIAP inhibitor: blocks bovine intestinal alkaline phosphatase activity | 190,000 tested, under 10 active | inhibition, % at 20 µM | purified bovine IAP, CDP-star luminescence, 30 min | AID 1019;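 active = over 50% inhibition of intestinal alkaline phosphatase at 20 µM in the single-dose screen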
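Incubation: 30 min reaction at room temperature / Material: purified bovine intestinal alkaline phosphatase (IAP) enzyme / Input: enzyme at 1/65,000,000 dilution / Dosing: 20 µM single dose / Signal: CDP-star luminescence signal / Reagent: CDP-star chemiluminescent phosphatase substrate, 30 µM final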
STAT1 blocker: STAT1 signaling inhibition. AID 920. actives 0.35% (n = 200,000). NIH 3T3 STAT1-luciferase reporter, IFN-gamma, luminescence. inhibition, % at 5.5 µM;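 active = inhibition above a set limit, the mean inhibition across all tested compounds plus 3 SD, cut at about 34% in these data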;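 also: 0% = IFN-gamma with DMSO and 100% = IFN-gamma with 300 µM nifuroxazide; values of inactives mirror those of a sister screen read the other way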
PPARg SRC3 recr: promotes SRC-3 coactivator recruitment by human PPARgamma | P37231 | biochemical PPARgamma/SRC-3 coactivator recruitment assay | activation, % at 8 µM | actives 0.26% (n = 200,000) | AID 731; in the data active = activation above about 23%;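 also: 0% = DMSO and 100% = reference agonist; some compounds past the cut are filed as inactive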
PPARg SRC-1 ag: PPARgamma-driven SRC-1 recruitment agonism; P37231; PPARgamma-SRC-1 coactivator recruitment biochemical assay; activation, % at 8 µM; actives 0.41% (n = 200,000); in the data active = activation above about 19%;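 also: 0% = DMSO and 100% = reference agonist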
STAT3 activator: STAT3 signaling activation | activation (% of control), % at 5.6 µM | U3A cells, IL-6 STAT3-luciferase reporter, luminescence; 100% = signal with IL-6 EC80 alone | actives 0.91% (n = 190,000);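 active = activation above the screen-wide mean of compound activation plus 3 SD, cut at about 130% in these data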;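 also: 0% = background luminescence of wells with medium and substrate only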
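Test system: STAT3-luciferase reporter U3A cells; Detection: reporter luminescence signal; Times: 1 h compound pre-exposure, 6 h IL-6 stimulation, 37 °C; Benchmarks: IL-6-only high control; Also added: IL-6 stimulus at 33 ng/mL final.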
TNAP act hiacc: increases human TNAP activity under high phosphate acceptor concentration; activation factor at 20 µM; P05186; purified TNAP, CDP-star luminescence, 1 M DEA, 30 min; active compounds read high; 0 = EDTA background, 1 = DMSO-only activity; 200,000 tested, under 10 active;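 active = activation factor at least 2 at 20 µM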
Target sequence (P05186 whole entry, looked up): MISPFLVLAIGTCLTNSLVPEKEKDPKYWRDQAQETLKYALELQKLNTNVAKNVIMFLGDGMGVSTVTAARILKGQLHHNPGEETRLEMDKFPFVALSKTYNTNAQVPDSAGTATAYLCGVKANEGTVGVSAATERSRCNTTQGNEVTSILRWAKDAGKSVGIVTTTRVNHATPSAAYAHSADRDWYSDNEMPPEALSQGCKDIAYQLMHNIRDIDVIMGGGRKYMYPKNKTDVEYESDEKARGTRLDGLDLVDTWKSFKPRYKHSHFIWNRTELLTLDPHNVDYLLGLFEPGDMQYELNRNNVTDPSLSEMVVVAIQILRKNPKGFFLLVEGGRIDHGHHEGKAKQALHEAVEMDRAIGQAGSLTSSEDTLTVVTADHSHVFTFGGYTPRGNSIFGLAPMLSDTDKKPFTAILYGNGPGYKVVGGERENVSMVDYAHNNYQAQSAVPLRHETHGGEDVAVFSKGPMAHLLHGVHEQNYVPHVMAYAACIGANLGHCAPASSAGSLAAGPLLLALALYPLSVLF
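Measured by: Luminescent substrate turnover signal | Test system: Human TNAP | Input: TNAP 1/800 final | Dosing: 20 µM single point | Schedule: 30 min, room temperature | Controls: EDTA wells as negative control, DMSO wells as positive control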
bIAP act: intestinal alkaline phosphatase (bovine) activation. purified bovine IAP, CDP-star luminescence, 30 min; active compounds read high; fold of DMSO-control signal, blank-subtracted. AID 1016. activation factor at 20 µM. actives 0.17% (n = 200,000);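 active = activation factor of 2 or more at 20 µM, a signal rise over negative controls twice the positive control's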
An asterisk follows results filed as active; · = not tested or not shown.

1: Cc1ccc(Cn2ccc(NC(=O)c3noc4c3CCCCC4)n2)cc1
2: CCOC(=O)c1sc(NC(=O)c2cc(-c3ccccc3)nc3ccccc23)c(C#N)c1C
3: COC(=O)c1c(C)oc2ccc(N(C(=O)c3ccncc3)S(=O)(=O)c3ccc(C)cc3)cc12
4: CCOc1ncccc1C(=O)OCC(=O)Nc1ccc(C)c(S(=O)(=O)N(C)C)c1
5: FC(F)(F)c1cnc(Oc2cccc3ccccc23)c(Cl)c1
6: CCN(C(=O)COC(=O)c1cccnc1Nc1cccc(C(F)(F)F)c1)C1CCS(=O)(=O)C1 (stereo unspecified)
7: O=C(NC(=S)N1CCCCC1)C12CC3CC(CC(C3)C1)C2
8: O=C(CN1CCCC1)Nc1ccc([N+](=O)[O-])cc1
9: CC(C)Oc1ccc(C(=O)NCc2cccnc2)cc1
10: CCOC(=O)CC(=O)CSC1=C(C#N)C(c2ccccc2OC)CC(=O)N1 (stereo unspecified)

Compound | 1 | 2 | 3 | 4 | 5 | 6 | 7 | 8 | 9 | 10
bIAP act | 0.8 | 1 | 1 | 1 | 0.9 | 1 | 0.7 | 1 | 0.9 | 1
STAT3 activator | 93 | 93 | 76 | 100 | 117 | 109 | 104 | 96 | 97 | 97
bIAP inhibitor | 20 | -2 | -1 | 2 | 11 | -1 | 26 | 4 | 8 | 2
PPARg SRC-2 ag | -1 | -8 | 6 | -9 | -6 | 0 | 2 | 11 | 5 | 4
SRC2 TRFRET art | 1339 | 1606 | 1595 | 1506 | 1331 | 1540 | 1376 | 1612 | 1623 | 1627
STAT1 blocker | -3 | 8 | 17 | -6 | 2 | -6 | -7 | -10 | -5 | 3
ROMK mod | · | · | 0.24 | 2 | 0.57 | · | · | 0.25 | · | ·
STAT3 inh | 14 | 16 | 29 | 3 | -24 | -11 | 3 | 7 | 9 | 9
PPARg SRC-1 ag | -2 | 0 | 3 | 0 | -8 | -2 | 0 | 6 | 2 | 3
PPARg SRC3 recr | 0 | 6 | 1 | -3 | 1 | 4 | -4 | 5 | -1 | 7
TNAP act hiacc | 1.1 | 1 | 1.1 | 1 | 1 | 1.1 | 1 | 1 | 1.1 | 1

11: COc1ccc(OCCSc2n[nH]c(N)n2)cc1
12: NS(=O)(=O)c1cccnc1Nc1cccc(C(F)(F)F)c1
13: CC(NC(=O)Cc1ccc(F)cc1)c1ccc(F)cc1 (stereo unspecified)
14: CCCS(=O)(=O)N1CCCC(C(=O)NCCN2CCCCC2C)C1 (stereo unspecified)
15: CCOC(=O)N1CCN(C(=O)c2nn(-c3ccc(C)cc3)c(=O)c3c2c2ccccc2n3C)CC1
16: CC(=O)Nc1ccc(S(=O)(=O)Nc2nc3ccccc3nc2N2CCc3ccccc3C2)cc1
17: C=CCOc1ccc(/C(O)=C2\C(=O)C(=O)N(CCCOC)C2c2ccc(O)c(OC)c2)cc1 (stereo unspecified)
18: N#CCCn1nnc(-c2ccccc2F)n1
19: O=C(Nc1ccc(Cl)c([N+](=O)[O-])c1)C(NCCCO)c1ccccc1 (stereo unspecified)
20: CC(Sc1nc(-c2ccccc2)cc(C(F)(F)F)n1)C(=O)N1CCC(C(N)=O)CC1 (stereo unspecified)

Compound | 11 | 12 | 13 | 14 | 15 | 16 | 17 | 18 | 19 | 20
bIAP act | 1.4 | 0.9 | 0.8 | 1 | 1.1 | 1 | 0.9 | 0.9 | 1 | 1
STAT3 activator | 112 | 105 | 89 | 98 | 124 | 137* | 100 | 104 | 101 | 96
bIAP inhibitor | -41 | 11 | 17 | -3 | -6 | -2 | 6 | 9 | 2 | 2
PPARg SRC-2 ag | -3 | 4 | 0 | 8 | -1 | -3 | 7 | 14 | -2 | -1
SRC2 TRFRET art | 1624 | 1427 | 1423 | 1655 | 1488 | 1779 | 1442 | 1518 | 1661 | 1402
STAT1 blocker | -3 | 8 | 10 | 1 | -3 | -14 | -3 | -2 | 0 | 9
ROMK mod | 0.62 | 0.42 | · | · | · | 0.95 | · | 0.63 | -0.49 | ·
STAT3 inh | -7 | -6 | 13 | 8 | -21 | -48 | 3 | 3 | -3 | 7
PPARg SRC-1 ag | 0 | -1 | -4 | 0 | 7 | 4 | 4 | 6 | -1 | 2
PPARg SRC3 recr | 2 | -12 | 3 | -4 | -2 | 2 | -9 | 6 | 0 | 1
TNAP act hiacc | 1.1 | 0.8 | 1 | 1 | 1 | 0.9 | 1.1 | 1 | 1 | 1

21: O=C(Cn1ncc2c1-c1ccccc1OC2)N1CCc2ccccc21
22: Cc1c(C(=O)NCC2CCCO2)oc2ccc(S(=O)(=O)N3CC(C)CC(C)C3)cc12 (stereo unspecified)
23: Cc1ccc(S(=O)(=O)N(C)C)cc1-n1c(SCC(=O)N(C)C)nc2ccccc2c1=O
24: CCOC(=O)c1cc(CC)sc1NC(=O)COc1ccc2c(C)cc(=O)oc2c1
25: O=C(Nc1ccc2c(c1)OCO2)C1CCN(C(=O)c2ccc(Cl)cc2)CC1
26: CCSc1nnc(NC(=O)C2CCN(S(=O)(=O)c3c(C)c(C)cc(C)c3C)CC2)s1
27: O=C(ONC1=NCCCCC1)c1ccc([N+](=O)[O-])cc1
28: O=C(c1ccco1)N(Cc1ccccc1)Cc1ccccn1
29: CC(=O)NCC1CCCN(Cc2cn(-c3ccccc3)nc2-c2ccc3c(c2)OCO3)C1 (stereo unspecified)
30: Cc1c(-c2csc(N)n2)cnn1C

Compound | 21 | 22 | 23 | 24 | 25 | 26 | 27 | 28 | 29 | 30
bIAP act | 0.9 | 1 | 1.1 | 1.1 | 1.3 | 0.9 | 0.9 | 1.1 | 1 | 1
STAT3 activator | 101 | 88 | 90 | 106 | 106 | 96 | 98 | 103 | 99 | 100
bIAP inhibitor | 9 | 4 | -11 | -6 | -26 | 5 | 11 | -6 | -5 | 1
PPARg SRC-2 ag | 15 | 5 | -4 | -1 | 5 | 6 | 9 | -1 | 0 | -3
SRC2 TRFRET art | 1494 | 1462 | 1750 | 1474 | 1570 | 1849 | 1581 | 1666 | 1456 | 1489
STAT1 blocker | 1 | 0 | 8 | 3 | -5 | -4 | 3 | -2 | 2 | 2
ROMK mod | · | · | -0.011 | · | -0.9 | -0.03 | -0.02 | 1.2 | · | -0.081
STAT3 inh | 4 | 20 | 18 | -8 | -2 | 8 | 3 | 2 | 4 | 5
PPARg SRC-1 ag | 2 | 1 | 8 | -5 | 10 | 4 | 12 | 1 | -4 | -7
PPARg SRC3 recr | 4 | 3 | 3 | -4 | -2 | 13 | 1 | -1 | -2 | -5
TNAP act hiacc | 1 | 1 | 1 | 1 | 1.1 | 1.1 | 1.1 | 1 | 1.1 | 1.1

31: O=C(CSc1nnc(COc2ccc(Cl)cc2)o1)N1CCOCC1
32: O=C(NO)c1ccc(OC(F)F)cc1
33: COc1cc(OC)c(C2N(c3cc(C)on3)C(=O)C3CCCN32)cc1OC (stereo unspecified)
34: CCOc1ccc(N2C(=O)CC(NCCc3c[nH]c4ccccc34)C2=O)cc1 (stereo unspecified)
35: CCCCNC(=O)c1cc2c(-c3ccc(Cl)cc3)nn(C)c2s1
36: Cc1ccc(CNC(=O)N2CCN(C)CC2)cc1
37: Cc1ccc(NC(=O)c2ccc(-n3cncn3)c([N+](=O)[O-])c2)cc1
38: Cc1ccc(S(=O)(=O)N/N=C/c2cccs2)cc1
39: Cc1ccc(OCC(=O)OC2CCS(=O)(=O)C2)cc1 (stereo unspecified)
40: CCN(CC)S(=O)(=O)c1ccc2c(c1)c(C(=O)O)cn2C

Compound | 31 | 32 | 33 | 34 | 35 | 36 | 37 | 38 | 39 | 40
bIAP act | 1.1 | 0.9 | 1 | 1.1 | 0.9 | 1 | 0.7 | 0.9 | 0.9 | 1
STAT3 activator | 96 | 85 | 98 | 112 | 138* | 99 | 89 | 95 | 100 | 96
bIAP inhibitor | -7 | 12 | -1 | -7 | 10 | 3 | 27 | 11 | 10 | 1
PPARg SRC-2 ag | -5 | -3 | 0 | -1 | -4 | -5 | 5 | 10 | 11 | 3
SRC2 TRFRET art | 1339 | 1587 | 1436 | 1546 | 1543 | 1393 | 1438 | 1722 | 1587 | 1549
STAT1 blocker | 0 | 31 | -1 | 2 | -2 | -2 | -2 | -3 | -3 | -8
ROMK mod | 0.33 | · | 0.62 | · | · | -0.64 | · | 0.95 | · | 0.66
STAT3 inh | 5 | 21 | 7 | -9 | -36 | 4 | 23 | 14 | 6 | 9
PPARg SRC-1 ag | 1 | 8 | 0 | -4 | 9 | -4 | 9 | 10 | -2 | -2
PPARg SRC3 recr | -5 | -10 | -4 | -3 | 4 | -3 | 4 | 5 | 9 | -6
TNAP act hiacc | 1.1 | 1 | 1.1 | 1 | 1 | 1.1 | 1 | 1 | 1.1 | 1

Of the compounds above, these have fluorine.
5: FC(F)(F)c1cnc(Oc2cccc3ccccc23)c(Cl)c1
6: CCN(C(=O)COC(=O)c1cccnc1Nc1cccc(C(F)(F)F)c1)C1CCS(=O)(=O)C1 (stereo unspecified)
12: NS(=O)(=O)c1cccnc1Nc1cccc(C(F)(F)F)c1
13: CC(NC(=O)Cc1ccc(F)cc1)c1ccc(F)cc1 (stereo unspecified)
18: N#CCCn1nnc(-c2ccccc2F)n1
20: CC(Sc1nc(-c2ccccc2)cc(C(F)(F)F)n1)C(=O)N1CCC(C(N)=O)CC1 (stereo unspecified)
32: O=C(NO)c1ccc(OC(F)F)cc1

Compound | 5 | 6 | 12 | 13 | 18 | 20 | 32
bIAP act | 0.9 | 1 | 0.9 | 0.8 | 0.9 | 1 | 0.9
STAT3 activator | 117 | 109 | 105 | 89 | 104 | 96 | 85
bIAP inhibitor | 11 | -1 | 11 | 17 | 9 | 2 | 12
PPARg SRC-2 ag | -6 | 0 | 4 | 0 | 14 | -1 | -3
SRC2 TRFRET art | 1331 | 1540 | 1427 | 1423 | 1518 | 1402 | 1587
STAT1 blocker | 2 | -6 | 8 | 10 | -2 | 9 | 31
ROMK mod | 0.57 | · | 0.42 | · | 0.63 | · | ·
STAT3 inh | -24 | -11 | -6 | 13 | 3 | 7 | 21
PPARg SRC-1 ag | -8 | -2 | -1 | -4 | 6 | 2 | 8
PPARg SRC3 recr | 1 | 4 | -12 | 3 | 6 | 1 | -10
TNAP act hiacc | 1 | 1.1 | 0.8 | 1 | 1 | 1 | 1

Source: PubChem
